Mtb UGM inh: blocks M. tuberculosis UGM enzyme; P9WIQ1; purified UGM, fluorescence polarization probe displacement; inhibition, % at 10 µM; 0.06% of 320,000 active; AID 504406; in the data active = inhibition above about 10%, passing the limit was not always enough; inconclusive = no clear call, values can overlap the other calls
Target sequence (P9WIQ1 whole entry, looked up): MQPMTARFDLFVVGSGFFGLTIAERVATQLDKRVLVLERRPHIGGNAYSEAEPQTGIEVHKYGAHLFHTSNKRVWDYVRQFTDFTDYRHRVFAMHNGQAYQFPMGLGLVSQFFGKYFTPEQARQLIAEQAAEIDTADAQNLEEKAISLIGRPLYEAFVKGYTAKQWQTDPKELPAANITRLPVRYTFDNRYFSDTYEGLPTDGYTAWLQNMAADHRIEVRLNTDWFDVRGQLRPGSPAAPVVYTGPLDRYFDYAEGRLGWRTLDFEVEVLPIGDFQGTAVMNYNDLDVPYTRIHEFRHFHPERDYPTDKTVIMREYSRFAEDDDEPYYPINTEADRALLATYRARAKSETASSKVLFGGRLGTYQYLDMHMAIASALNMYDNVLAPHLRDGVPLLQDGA
BioA inh: blocks M. tuberculosis BioA enzyme activity; purified M. tuberculosis BioA enzyme, plate reader; inhibition, % at 9.99 µM; 0.096% of 360,000 active; AID 602481; in the data active = inhibition above about 40%; inconclusive = no clear call, values can overlap the other calls
CCHF vOTU inh: CCHFV vOTU protease inhibition. inhibition, % at 11.5 µM. Pep-AMC fluorescence. 0.55% of 370,000 active. AID 651958; note: 0% = vehicle wells with enzyme and 100% = no enzyme wells
Rv3671c inh: inhibitors of M. tuberculosis serine protease Rv3671c. AID 2606. inhibition, % at 5.96 µM. P9WHR9. 0.048% of 320,000 active; in the data active = inhibition above about 38%;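 note: extracellular domain of Rv3671c used as enzyme; 0% = enzyme with DMSO and 100% = no enzyme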
Target sequence (P9WHR9 whole entry, looked up, the tested form may be a part): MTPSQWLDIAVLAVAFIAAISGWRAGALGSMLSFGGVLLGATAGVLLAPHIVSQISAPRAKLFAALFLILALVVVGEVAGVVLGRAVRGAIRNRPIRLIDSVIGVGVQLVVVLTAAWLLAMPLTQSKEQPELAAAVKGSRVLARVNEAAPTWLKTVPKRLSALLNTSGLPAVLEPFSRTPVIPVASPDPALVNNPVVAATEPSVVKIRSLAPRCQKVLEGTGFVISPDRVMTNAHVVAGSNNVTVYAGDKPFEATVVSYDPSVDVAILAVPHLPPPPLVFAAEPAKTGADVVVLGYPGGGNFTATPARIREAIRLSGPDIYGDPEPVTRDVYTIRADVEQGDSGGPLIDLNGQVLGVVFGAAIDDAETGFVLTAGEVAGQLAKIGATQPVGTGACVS
VHR inh abs: inhibitors of human VHR1 phosphatase (DUSP3) | recombinant VHR phosphatase, pNPP absorbance | 0.52% of 290,000 active | inhibition, % at 13.3 µM; in the data active = inhibition above about 50%; note: some compounds called inactive have numbers as strong as hits
Target sequence (P51452 whole entry, looked up): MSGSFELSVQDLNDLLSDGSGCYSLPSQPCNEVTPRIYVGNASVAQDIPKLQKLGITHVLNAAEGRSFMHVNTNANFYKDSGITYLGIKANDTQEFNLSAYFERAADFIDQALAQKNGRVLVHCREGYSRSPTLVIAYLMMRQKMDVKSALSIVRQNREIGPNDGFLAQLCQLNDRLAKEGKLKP
MazF activator: MazEF (E. coli) toxin RNase activation | activation, % at 20 µM | P0AE70 | 0.32% of 350,000 active | FAM/BHQ RNA-DNA oligo cleavage fluorescence, 5 h | AID 504720; in the data active = activation above about 50%
BoNT-F LC inh: inhibitors of Botulinum neurotoxin F light chain protease | inhibition, % at 10 µM | 0.22% of 360,000 active | Multiplex microsphere protease cleavage assay, flow cytometry; in the data active = inhibition above about 35%, passing the limit was not always enough; inconclusive = no clear call, values can overlap the other calls; note: plate controls were buffer without enzyme for full effect and enzyme alone for no effect
FadD28 FP inh: inhibitors of Mycobacterium tuberculosis FadD28 bisubstrate binding; inhibition, % at 12.5 µM; 0.22% of 360,000 active; FadD28 bisubstrate probe binding, fluorescence polarization; in the data active = inhibition above about 8.5%, passing the limit was not always enough; inconclusive = no clear call, values can overlap the other calls
GDH-TPI inh: inhibits GDH-TPI coupling enzymes, artifact for Mtb FBA screen; 1.2% of 360,000 active; AID 588335; inhibition, % at 4.8 µM; GDH-TPI coupled enzyme counterscreen, NADH absorbance;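 note: 0% = DMSO wells and 100% = wells lacking the enzyme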
Mtb FBA inh: Mtb fructose-bisphosphate aldolase inhibition; purified M. tuberculosis FBA, fluorescence read-out; inhibition, % at 1 µM; 2.3% of 360,000 active; AID 588726; in the data active = inhibition above about 27%;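 note: 0% = vehicle and 100% = reference inhibitor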
* = called active by the depositor; ? = inconclusive; . = no result given. Cut-off read from the data, not from the text of the source, unless noted: active = inhibition above about 30%; inactive = the rest.

SMILES	Rv3671c inh	BioA inh	Mtb FBA inh	FadD28 FP inh	CCHF vOTU inh	VHR inh abs	BoNT-F LC inh	MazF activator	GDH-TPI inh	Mtb UGM inh
Nc1ncnc(SCc2c(F)cccc2Cl)n1	0	-0.8	-1	-1.1	-8	6	-12	-1	-1	-3.1
Cn1c(=O)c2c(nc(N3CCNCC3)n2Cc2ccccc2Cl)n(C)c1=O	11	.	2	-1.3	-1	34	-2	2	4	-1.4
CCn1cc(/C=C(\NC(=O)c2cc(OC)c(OC)c(OC)c2)C(=O)NCCCN2CCOCC2)c2ccccc21	-6	.	-11	-3.5	12	-20	-6	17	14	1.5
CCN(CC)C(=O)N1CCN(C(=O)N(CC)CC)CC1	1	.	1	-2.9	2	6	0	5	-1	2.8
CCC(=O)Nc1ccc2oc(-c3cccc(C)c3)nc2c1	0	0.0	139*	-4.0	-16	2	-14	-68	5	3.9
Cc1onc(-c2c(Cl)cccc2Cl)c1COC(=O)c1ccc(Cl)cc1[N+](=O)[O-]	-10	.	-2	-0.8	1	-3	?	-1	6	-3.9
O=S(=O)(/N=C(/Sc1ccccc1)c1ccccc1)c1ccccc1	-1	-1.8	-1	0.0	-6	16	-14	-2	7	-1.8
Cc1ccc2c(c1)CCCN2C(=O)c1cc(C)on1	-3	0.0	-2	1.0	-9	10	7	-7	8	3.3
COC(=O)c1ccc(CS(=O)(=O)c2ccc(C)cc2)cc1	6	0.6	0	-3.6	4	28	5	3	0	1.0
O=C(NCC1CCCO1)C1CCC(N2C(=O)c3ccccc3C2=O)CC1 (stereo not given)	-8	0.4	1	-2.1	-16	24	-12	0	4	0.0
O=C(NCCC(=O)N1CCCCCCC1)c1ccc(Cl)cc1	-8	-0.2	-1	-4.8	3	.	13	3	0	-2.0
O=C(CN1C(=O)NC2(CCCCCCC2)C1=O)Nc1ccc(OC(F)F)cc1	9	1.7	2	0.1	14	.	2	5	4	0.5
CCN(Cc1ccc2c(c1)OCCO2)C(=O)CN1C(=O)NC2(CCc3ccccc32)C1=O (stereo not given)	-4	-0.5	0	-0.5	0	.	-1	1	5	-3.5
CC1(C)CC(C)(c2ccc(O)cc2O)N(c2cccc(Cl)c2)C(=S)N1 (stereo not given)	-1	-0.7	6	-4.4	9	16	6	23	7	-0.1
COC(=O)c1cc(-c2cccc([N+](=O)[O-])c2)c2c(=O)n(C)c(=O)n(C)c2n1	-1	-0.8	0	-2.9	-13	1	?	8	-4	-0.2
NC(=O)c1nsc(C(=O)N(c2ccccc2)C(C(=O)NCc2ccc(F)cc2)c2ccc(O)cc2)c1N (stereo not given)	-17	.	37*	-4.3	-2	7	-17	3	4	1.9

Gathered by group, those above with four or more nitrogen atoms (six)
SMILES	Rv3671c inh	BioA inh	Mtb FBA inh	FadD28 FP inh	CCHF vOTU inh	VHR inh abs	BoNT-F LC inh	MazF activator	GDH-TPI inh	Mtb UGM inh
Nc1ncnc(SCc2c(F)cccc2Cl)n1	0	-0.8	-1	-1.1	-8	6	-12	-1	-1	-3.1
Cn1c(=O)c2c(nc(N3CCNCC3)n2Cc2ccccc2Cl)n(C)c1=O	11	.	2	-1.3	-1	34	-2	2	4	-1.4
CCn1cc(/C=C(\NC(=O)c2cc(OC)c(OC)c(OC)c2)C(=O)NCCCN2CCOCC2)c2ccccc21	-6	.	-11	-3.5	12	-20	-6	17	14	1.5
CCN(CC)C(=O)N1CCN(C(=O)N(CC)CC)CC1	1	.	1	-2.9	2	6	0	5	-1	2.8
COC(=O)c1cc(-c2cccc([N+](=O)[O-])c2)c2c(=O)n(C)c(=O)n(C)c2n1	-1	-0.8	0	-2.9	-13	1	?	8	-4	-0.2
NC(=O)c1nsc(C(=O)N(c2ccccc2)C(C(=O)NCc2ccc(F)cc2)c2ccc(O)cc2)c1N (stereo not given)	-17	.	37*	-4.3	-2	7	-17	3	4	1.9

Next section
SMILES	Rv3671c inh	BioA inh	Mtb FBA inh	FadD28 FP inh	CCHF vOTU inh	VHR inh abs	BoNT-F LC inh	MazF activator	GDH-TPI inh	Mtb UGM inh
CCC(=O)Nc1ccc(Cl)c(NC(=S)NC(C)=O)c1	1	.	-1	-1.8	-4	26	-1	-22	-5	-1.5
COc1ccc(N=C2SCC(=O)N2C)cc1	.	-0.7	0	0.5	13	.	-9	5	12	.
CC(=O)c1cccc(N=c2scc(-c3ccc(S(=O)(=O)N4CCOCC4)cc3)n2CCO)c1	-4	.	0	-3.3	6	-11	-2	-4	4	1.6
CCn1ccnc1[C@@H]1C[C@H]2CN(c3ccccc3OC)C(=O)[C@]23CCCN13	9	0.1	-2	-1.9	1	13	-1	-1	5	0.1
O=C(O)/C(=C\c1ccc(F)cc1)c1ccc(-c2ccccc2)cc1	1	.	5	-0.8	25	-29	-10	-20	8	2.0
O=C(c1cc(-c2cccc(Br)c2)nc2ccccc12)N1CCCC1	7	-1.9	5	-3.8	1	6	19	2	6	-1.4
Cc1cccc(NC(=S)/N=C(\N)Nc2nc(C)c3ccc(C)cc3n2)c1	-31	-2.5	1	-1.7	-5	2	-2	-60	10	-2.2
NCC(O)CN(c1ccccc1)c1ccccc1 (stereo not given)	-5	.	1	-2.3	-5	20	-6	-2	1	-1.4
CC(C)(C)NC(=O)CN(C(=O)CS(=O)CC(=O)Nc1ccc(F)cc1)c1cccc(F)c1 (stereo not given)	-3	-1.6	-1	0.8	29	6	4	4	-5	-2.7
Cc1ccc(C2=C/C(=C\c3cccnc3)C(=O)O2)cc1	-6	-3.2	2	-0.4	15	-4	-2	-2	5	2.1
CC(C)[C@H]1CC[C@@H](C)C(C(=O)c2ccccc2)C1=O (stereo not given in full)	6	2.0	7	-1.7	-1	1	-8	2	-2	-0.5
CC(C)(C)CN1CCN(Cc2nc(-c3ccc(F)cc3)cs2)CC1CCO (stereo not given)	-4	2.5	2	-1.1	13	18	-4	-2	4	3.9
CCc1ccccc1NC(=S)NCc1ccc2c(c1)OCO2	-3	0.1	3	-1.4	1	16	5	-1	8	-1.7
CCCCNC(=S)N(C)/N=C/c1c(F)cccc1F	-11	.	-7	-2.1	2	5	-2	-6	0	0.6
COc1ccc(CCNC(=O)CCN2C(=O)[C@@H]3Cc4ccccc4CN3C2=O)cc1	-8	-0.8	5	-0.4	5	12	-1	2	18	-0.5
c1ccc(-c2nnc3n2CCCC3)cc1	-1	-1.4	-3	-4.3	1	28	4	8	-5	-3.0
COc1ccc(NC(=O)/C(=C\c2ccc(F)cc2)NC(=O)c2ccco2)cc1	2	0.4	-3	.	-2	56*	6	-3	12	6.4
O=[N+]([O-])c1ccc(S(=O)(=O)Nc2cccc(-c3ccc(N4CCCC4)nn3)c2)cc1	2	1.4	-2	-5.1	2	.	.	3	5	3.1
Cc1cccc(NC(=O)CNC(=O)CN2C(=O)NC3(CCCCC3C)C2=O)c1C (stereo not given)	4	-2.1	-3	-2.5	-9	.	4	7	0	2.5
CCOC(=O)Cc1c(C)nc2c(-c3ccccc3OC)c(C)nn2c1C	-7	3.2	-1	0.4	6	16	9	-2	10	1.1
c1ccc2c(c1)oc1c(NCCCn3ccnc3)ncnc12	-7	13	5	-3.6	2	55*	2	8	0	0.0
O=C(c1cn(-c2ccccc2)nc1-c1ccncc1)n1nnc2ccccc21	4	0.5	16	-0.6	10	.	12	2	6	0.5
CCN1c2ccccc2-c2nc3ccccc3n2C1c1ccncc1 (stereo not given)	3	0.7	14	-4.1	-3	28	5	0	12	-0.7
CCn1cc(C2=NC(C)CO2)c2ccccc21 (stereo not given)	-11	0.4	2	-0.8	3	33	-2	3	6	5.9
Cn1cc(-c2coc3c(C(=O)NCc4ccco4)cccc23)cn1	.	9.9	-2	-2.4	.	.	-38	.	3	.
COc1ccc(Br)cc1/C=N/NC(=O)CN1CCCCC1	-3	-0.3	-2	-1.0	-5	5	-16	5	10	2.2
Cc1cccc(OCC(=O)Nc2ccc(C(=O)O)cc2NC(=O)COc2cccc(C)c2)c1	6	0.4	0	-1.4	17	-14	-4	-1	-2	0.0
Nc1ncnc2c1ncn2C1CCCC1	2	0.0	0	-3.5	1	.	-9	5	11	-0.7
NC(CSC12CC3CC(CC(C3)C1)C2)C(=O)O (stereo not given)	-2	.	-1	-1.1	-10	8	7	-4	5	0.4
CCOC(=O)C1CCCN(C(=O)c2cn(CC(C)C)c(=O)c3cc(OC)c(OC)cc23)C1 (stereo not given)	11	3.9	2	-0.1	0	31	-7	0	-6	-0.5
CC1(C(=O)NS(=O)(=O)c2cccc(C#N)c2)CCN1C(=O)C1CCCCC1 (stereo not given)	.	-1.5	-1	-1.4	1	.	-2	.	3	.
CC1=C/C(=C/N(C)c2ccccc2)C(=O)S1	8	0.0	-4	0.0	-4	21	-2	-6	10	-0.8
COc1ccc(S(=O)(=O)Cc2ccc(C(=O)N3CCN(c4cccc(C)c4)C(C)C3)o2)cc1 (stereo not given)	3	-1.1	0	-0.5	4	12	9	10	3	1.0
COCCNC(=O)Cn1cc2c(n1)CCCCC2	-6	-1.2	1	-1.0	5	23	-1	4	-4	-1.8
CCCc1ccc(OCc2ccc(C(=O)NN)o2)c(OC)c1	-27	2.7	3	-1.6	7	21	-2	-2	13	-1.2
O=C(Nc1cccc(S(=O)(=O)NC2=NCCC2)c1)C1CCC1	-1	.	1	-2.1	1	2	2	5	-4	-7.6
Cn1cc(CN2CCC(n3nccc3NC(=O)CCCc3ccccc3)CC2)cn1	2	0.0	0	-4.4	13	28	3	5	-10	-1.1
CCC(C)c1ccccc1N1CC(C(=O)N2CCN(S(=O)(=O)c3ccc(F)cc3)CC2)CC1=O (stereo not given)	-2	.	5	-1.7	-5	.	3	-2	6	-2.8
CCOc1ccc(CN(C)CCc2ccccn2)cc1	2	.	0	-0.7	5	-3	-1	5	2	-0.5
COc1ccc(OC)c(C2=NOC(C(=O)N3CCN(c4ccccc4)CC3)C2)c1 (stereo not given)	9	4.5	7	-0.5	7	6	-10	-2	2	-7.6
O=C(NCc1ccccc1)c1ccc(Oc2ccc(C(=O)NCc3ccccc3)cc2)cc1	-11	-1.2	-3	-3.0	-2	20	-2	24	-8	4.7
O=C(COC(=O)/C=C/c1ccccc1Cl)NCCNC(=O)COC(=O)/C=C/c1ccccc1Cl	-9	0.7	4	-0.6	-3	-7	4	-17	14	-2.1
COc1cc(/C=N/N2C(=O)c3ccccc3C2=O)ccc1O	-12	-0.5	2	-3.8	19	-4	-9	4	24	-5.7
CCCn1c(SCC(=O)NC(=O)Nc2ccc(C)cc2C)n[nH]c1=O	0	-0.7	-1	0.0	-18	-4	2	-1	4	-0.3
O=S(=O)(/C=C/c1ccccc1)Nc1ccc2c(c1)OCO2	3	1.9	6	-4.2	-1	-10	0	-5	-8	1.5
CSc1cccc(NC(=O)C(C)NS(=O)(=O)c2ccc(F)cc2)c1 (stereo not given)	-5	-0.7	2	-1.9	-3	-2	1	7	7	-0.8
O=[N+]1C2=C(CCCC2)N([O-])C12CCCC2	-3	-1.2	-6	-3.7	-5	4	3	3	4	-1.4
COc1ccc(OCC(=O)Nc2cccc3ncccc23)cc1	-5	0.2	1	-4.8	9	12	-2	-9	-2	-1.0
Cc1cc(C)c2nc(N3CCC(C(=O)NCCCN4CCCCC4)CC3)sc2c1	-2	.	-2	-4.1	4	28	6	8	-5	-0.9
COC(=O)c1c(NC(=O)C2COc3ccccc3O2)sc2c1CCN(C(=O)OC)C2 (stereo not given)	.	0.3	-2	-0.2	-2	.	-1	-11	2	.
C/C=C/c1ccc(OCCCCn2cncn2)c(OC)c1	1	0.4	4	0.6	-5	11	-13	17	13	0.5
CC1=C(C)CC2(SC1)C(=O)N(c1ccccc1)N=C2N (stereo not given)	16	.	1	1.6	-13	37	-3	12	7	0.6
CCC(Sc1nnnn1C)C(=O)Nc1ccc(C(C)=O)cc1 (stereo not given)	-14	5.1	0	-0.9	1	27	2	8	-11	0.2

Rows were taken by chance; 4.9% or so of the library scored in one or more.
